Assay outcomes deposited in PubChem by several laboratories.
M. tuberculosis GlmU: inhibition of mycobacterial GlmU enzyme – biochemical, glucosamine-1-phosphate acetyltransferase (AID 1376); M. tuberculosis GlmU acetyltransferase enzyme assay; higher % means a stronger effect; inhibition, %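 (tested at 30 µM in the primary screen)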; hits with a dose series show IC50 in µM; actives 0.25% (n = 220,000); in the data active means inhibition above about 13%; inconclusive means no clear call, values can overlap the other calls;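 further: 0% = complete reaction with vehicle and 100% = reaction without substrate; strong numbers were not always called active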
Mtb RmlCD inh: blocks M. tuberculosis RmlC and RmlD coupled enzymes | RmlC+RmlD coupled enzyme assay, percent inhibition; primary screen in compound mixtures | P9WH09+P9WH11 | inhibition, % at 3.6 µM | actives 0.03% (n = 160,000); in the data active means inhibition mostly above about 34%, no sharp cut-off; inconclusive means no clear call, values can overlap the other calls; inactive means mostly below about 22%; further: some results filed as inactive read as strong as hits
Target sequence (P9WH09 whole entry, looked up): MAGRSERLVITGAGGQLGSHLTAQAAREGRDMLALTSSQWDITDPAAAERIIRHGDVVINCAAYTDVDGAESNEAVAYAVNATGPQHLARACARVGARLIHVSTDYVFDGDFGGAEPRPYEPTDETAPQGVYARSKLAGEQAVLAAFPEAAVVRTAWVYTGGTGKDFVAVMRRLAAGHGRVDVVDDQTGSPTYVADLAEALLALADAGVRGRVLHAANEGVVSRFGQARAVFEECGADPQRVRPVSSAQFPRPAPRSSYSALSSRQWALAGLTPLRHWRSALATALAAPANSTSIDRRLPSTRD
Target sequence (P9WH11 whole entry, looked up): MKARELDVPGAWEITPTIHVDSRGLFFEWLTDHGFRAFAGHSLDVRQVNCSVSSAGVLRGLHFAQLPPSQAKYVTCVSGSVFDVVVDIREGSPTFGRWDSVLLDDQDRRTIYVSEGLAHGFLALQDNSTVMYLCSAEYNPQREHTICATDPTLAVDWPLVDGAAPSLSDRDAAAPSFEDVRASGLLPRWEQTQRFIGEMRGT
* marks the source's active call; other numbers are inactive results; ? = inconclusive; . = no result given; & = joins results of further samples. Some of the compounds tested (hit frequency here may not be typical).

SMILES | M. tuberculosis GlmU | Mtb RmlCD inh
CCc1nc(N[C@H](C(=O)O)C(C)CC)c2oc3ccccc3c2n1 (stereo partly specified) | 2.6% | .
Cc1ccc(NC(=O)NCCCl)cc1S(=O)(=O)N1CCOCC1 | 2.2% | 4
COc1ccc(NC(=S)N2CCN(c3ccc([N+](=O)[O-])cc3)CC2)cc1OC | -6.0% | -6
O=C(/C=C/c1cnc2ccccc2n1)NC12CC3CC(CC(C3)C1)C2 | -0.7% | 5
COCC(C)N1C(=O)Cc2c1nc(N)c1c(N)nc(N3CCN(c4ccccc4F)CC3)c(C#N)c21 (stereo unspecified) | 0.9% | -7
CCS(=O)(=O)N1CCCC(C(=O)NCCc2ccc(C)cc2)C1 (stereo unspecified) | 3.1% | .
COc1ccc(C(=O)Nc2ccccc2C(=O)NCc2ccco2)cc1OC | -0.5% | -3
Cn1c(SCc2nc(-c3ccc(Cl)cc3)no2)nnc1-c1cccs1 | 0.4% | .
CC1(C)Cc2c(c(-c3ccco3)nc3n[nH]c(N)c23)CO1 | -3.5% | 3
CCCc1cc(=O)oc2cc3oc(C)c(C)c3cc12 | . | ?
Cc1cccc(NC(=S)NCCc2ccccn2)c1 | -9.7% | .
CC(NC(=O)C(C(=O)c1cccc([N+](=O)[O-])c1)n1cc(Cl)ccc1=O)c1ccccc1 (stereo unspecified) | 1.1% | -15
CN(CC(O)CN)CC(O)CN1CCCCC1 (stereo unspecified) | 4.3% | -7
CC1CCCN(c2ccc(C(=O)Nc3nnc(C4CC4)s3)cc2[N+](=O)[O-])C1 (stereo unspecified) | -2.6% | 4
Cc1ccc(N2C(=O)c3ccc(C(=O)O)cc3C2=O)c(C)c1 | -6.1% | -12
COc1cc(-c2noc(-c3ccccc3C(=O)NCc3ccco3)n2)cc(OC)c1OC | -4.3% | -5
COc1ccc(C(=O)NCCN2CCOCC2)c(OC)c1OC | 2.3% | -11
CC(C)CCNC(=O)c1cccc(S(=O)(=O)N2CCc3ccccc32)c1 | 2.2% | -1
CCNc1nc(NCC)nc(OCCNS(=O)(=O)c2ccccc2)n1 | 3.2% | 7
O=S(=O)(NCCc1cn2ccccc2n1)c1ccc(F)c(C(F)(F)F)c1 | -0.1% | 10
Cc1ccc2[nH]c3c(=O)n(N)c(=O)[nH]c3c2c1 | 7.0% | 18
CON(C)c1nc(NCC(C)C)nc(OCC#N)n1 | 6.0% | 14
CCn1cc(C2=NOC(C(=O)O)C2)c(C)n1 (stereo unspecified) | -0.1% | 9
COCCOc1ccc(C(F)(F)F)cc1NC(=O)c1ccc(F)cc1 | -3.6% | 8
CCN(c1ccccc1)S(=O)(=O)c1ccc(OC)c(NC(=O)c2cccs2)c1 | -2.6% | -6
COc1ccc(S(=O)NC2CCCCC2)c(OC)c1C (stereo unspecified) | -4.9% | 11
Cc1cccc(N(CC(=O)NCCSCc2ccccc2)S(C)(=O)=O)c1C | 2.2% | -7
c1ccc2c(c1)CCCC2NC1=NCCC1 (stereo unspecified) | -7.3% | .
Cc1noc(COc2ccccc2OCC(O)CNC(C)(C)C)n1 (stereo unspecified) | -2.1% | 10
O=c1c(Cc2ccc(Cl)cc2)c(O)ccn1Cc1ccccc1 | -1.8% | 5
CC12CN3CC(C)(CN(C1)C3c1ccc(Br)cc1)C2 (stereo unspecified) | 2.1% | 5
c1ccc(COn2c(-c3ccccc3)nc3c2CCc2nonc2-3)cc1 | 2.5% | .
O=C(NC1CCN(Cc2nnnn2CCc2ccccc2)CC1)c1ccccc1F | 1.3% | .
CC(=O)Oc1ccc(N2C(=O)C3C4C=CC(O4)C3C2=O)cc1 (stereo unspecified) | -1.6% | -10
O=C(CSc1c2c(nc3cc(Cl)ccc13)CCCC2)NCCN1CCOCC1 | 1.4% | -11
CCOc1ccccc1Oc1c(C)oc2cc(OC(=O)c3ccco3)ccc2c1=O | -1.9% | 9

Part of the list above, with two lines to a compound:
Results follow in this order: M. tuberculosis GlmU, Mtb RmlCD inh
Cc1ccc2[nH]c3c(=O)n(N)c(=O)[nH]c3c2c1
  7.0%, 18
CON(C)c1nc(NCC(C)C)nc(OCC#N)n1
  6.0%, 14
CCn1cc(C2=NOC(C(=O)O)C2)c(C)n1 (stereo unspecified)
  -0.1%, 9
COCCOc1ccc(C(F)(F)F)cc1NC(=O)c1ccc(F)cc1
  -3.6%, 8
CCN(c1ccccc1)S(=O)(=O)c1ccc(OC)c(NC(=O)c2cccs2)c1
  -2.6%, -6
COc1ccc(S(=O)NC2CCCCC2)c(OC)c1C (stereo unspecified)
  -4.9%, 11
Cc1cccc(N(CC(=O)NCCSCc2ccccc2)S(C)(=O)=O)c1C
  2.2%, -7

Remaining list, next part:
SMILES | M. tuberculosis GlmU | Mtb RmlCD inh
CCOc1ccc(/C=N/NC(=O)c2ccccc2NC(=O)c2ccc(OC)cc2)cc1 | 3.1% | 8
c1ccc2c(Nc3ccc4c(c3)OCCO4)c3c(nc2c1)CCCC3 | -4.4% | -7
Cn1cc(-c2ccccc2C(N)=O)c(=O)c2cc(Cl)ccc21 | 3.8% | -11
CC(=O)NC1=NN(C(C)=O)C2(CCCCC2)S1 | -2.0% | .
CCOc1ccc2c(c1)C(C)=CC(C)(C)N2S(=O)(=O)c1ccc(C)cc1 | -4.4% | -7
Brc1ccccc1-c1nnc(-c2cccnc2)o1 | 1.8% | 7
CC(=O)N(CCCc1ccc(C(C)(C)C)cc1)CCCN(C)C | -0.8% | 7
CCOC(=O)C1=C(C)N(CC(C)C)C(=O)/C1=C\c1ccc(OCC(=O)Nc2ccccc2)cc1 | 2.7% | -11
CCOc1ccc(NC(=O)CN2CCN(CC(=O)Nc3cc(OC)cc(OC)c3)CC2)cc1 | 1.7% | .
Cc1cc(C)cc(NC(=O)NCC(O)COc2ccc([N+](=O)[O-])cc2)c1 (stereo unspecified) | -1.6% | -7
Cc1ccccc1Cn1ccc(NC(=O)c2cnn3c(C(F)(F)F)cc(-c4ccco4)nc23)n1 | 4.1% | 7
C(=C\c1ccncc1)/c1ccncc1 | 1.9% | 4
Cc1nc(SCC(=O)NC(=O)NC2CCCCC2)nc(C)c1C | -0.4% | .
Cc1cc(/C=N/Nc2ncnc(N)c2[N+](=O)[O-])c(C)n1-c1ccccc1 | -2.4% | 28
COc1ccc(C(=O)OCC(=O)Nc2ccc(OC(F)F)cc2)c(OC)c1 | -0.9% | .
O=C(Cn1nnc(-c2ccccc2Cl)n1)N1CCN(S(=O)(=O)c2ccc(Cl)cc2)CC1 | -4.1%&-1.6% | 11
O=C(NC(=O)c1ccccc1)NC(=O)c1ccccc1 | 2.5% | 11
c1ccc(CCNc2ccc3nncn3n2)cc1 | 8.7% | 11
O=C(CN(c1cccc(C(F)(F)F)c1)S(=O)(=O)c1ccccc1)N1CCOCC1 | -0.8% | -35
Cc1ccc(-c2csc(=S)n2CC(=O)OCC(=O)NC(C)C(C)C)cc1 (stereo unspecified) | 3.0% | 9
CC(=O)Nc1ccc2c(c1)n(C)c(=O)n2C | -7.1% | 5
Cc1ccc(NC(=O)Cn2nc(C)c3ccccc3c2=O)cc1 | 1.7% | .
CCCCC(=O)Nc1ccc2oc(-c3cccnc3)nc2c1 | -3.4% | 9
Cc1ccc(-c2c[n+](Cc3ccc(Cl)c(Cl)c3)c3n2CCC3)cc1 | -3.1% | 6
Cc1cccc(C(=O)OC(C)CN2CCOCC2)c1 (stereo unspecified) | -0.6% | 2
C=CCNC(=O)COC(=O)c1nc2nccc(C)n2n1 | 0.1% | 8
Cc1cc(CN2CCCC(CO)(Cc3cccc(Cl)c3)C2)n[nH]1 (stereo unspecified) | -3.4% | .
COc1ccccc1NC(=O)c1ccc(SCC(=O)NCc2ccccc2Cl)c([N+](=O)[O-])c1 | 4.4% | .
CCOC(C(=O)OCCC[N+](C)(CC)CC)(c1ccccc1)c1ccccc1 | -2.9% | .
Cc1cc(=O)oc(C)c1C(=O)Nc1ccc2ncccc2c1 | 0.6% | .
Cc1ccc2cc(C=O)c(N(C)C)nc2c1 | -1.3% | -4
O=C(Nc1ccc(Oc2ccccc2)cc1)C1CCN(c2c3c(nc4ncnn24)CCC3)CC1 | -2.6% | -6
CCCCOc1ccc(CSc2n[nH]c(C)n2)cc1 | 6.3% | 14
CC(C)(C)NC(=O)C1Cc2ccccc2CN1C(=O)Nc1ccccc1Cl (stereo unspecified) | 0.4% | 9
CC(C)C(=O)OCc1cn(-c2ccc(Cl)c(Cl)c2)nn1 | 2.9% | -4
Cc1nn(-c2ccccc2)c(C)c1/C=N/NC(=O)CSc1nnc(-c2ccccc2)n1-c1ccc(Cl)cc1 | -5.2% | -10
Cc1ccc(C(C(=O)NCc2ccco2)N(CCc2ccccc2)C(=O)Cn2nnc3ccccc32)o1 (stereo unspecified) | 8.5% | -4
Cc1cc(C)c(OCC(=O)NCC2CCCO2)c(C)c1 (stereo unspecified) | 0.0% | -1
CCn1c(SCCOc2ccc(Cl)cc2)nnc1-c1cccs1 | 2.9% | -12
CCCCNC(=O)c1ccccc1NC(=O)c1ccccc1N(C)S(C)(=O)=O | 4.0% | -5
O=C(NCc1ccc2c(c1)OCO2)c1ccc(Br)s1 | 0.4% | .
CCC1CCC(C(=O)NC(C(=O)NCCCN2CCCCC2C)C(C)C)CC1 (stereo unspecified) | 3.0% | 3
CC(C)C(=O)Nc1ccc([N+](=O)[O-])c(C(F)(F)F)c1 | 0.7%&-5.5% | 5
Cc1cccc(N2CCN(C(c3cccs3)c3nnnn3C(C)(C)C)CC2)c1C (stereo unspecified) | -2.8% | 3
O=C(/C=C/c1ccccc1)N/C(=C/c1ccccc1)C(=O)Nc1cccc(C(=O)O)c1 | -3.9% | -11
COc1ccc(C2c3ccc(O)cc3Oc3ncn4nc(-c5ccccn5)nc4c32)cc1 (stereo unspecified) | -4.2% | 7
CCOC(=O)N1CCN(Cc2nc3c(c(=O)n(C)c(=O)n3C)n2CCCc2ccccc2)CC1 | 2.0% | 7
COCCN(C(=O)Nc1ccc(OC)cc1OC)C1CCN(C(C)C)CC1 | 5.7% | 3

Reformatted with each value named: part of the list above
Cc1ccc(C(C(=O)NCc2ccco2)N(CCc2ccccc2)C(=O)Cn2nnc3ccccc32)o1 (stereo unspecified)
  M. tuberculosis GlmU = 8.5%
  Mtb RmlCD inh = -4

Cc1cc(C)c(OCC(=O)NCC2CCCO2)c(C)c1 (stereo unspecified)
  M. tuberculosis GlmU = 0.0%
  Mtb RmlCD inh = -1

CCn1c(SCCOc2ccc(Cl)cc2)nnc1-c1cccs1
  M. tuberculosis GlmU = 2.9%
  Mtb RmlCD inh = -12

CCCCNC(=O)c1ccccc1NC(=O)c1ccccc1N(C)S(C)(=O)=O
  M. tuberculosis GlmU = 4.0%
  Mtb RmlCD inh = -5

(next part)
SMILES | M. tuberculosis GlmU | Mtb RmlCD inh
COc1ccccc1-c1nnc2sc(COc3ccc(Cl)cc3Cl)nn12 | -6.4% | .
CCc1cccc(CC)c1NC(=O)CSc1nc2ccc(N3C(=O)C4C5C=CC(C5)C4C3=O)cc2s1 (stereo unspecified) | 1.6% | -1
CCNc1ccc(C(=O)OCC(=O)NCCN2C(=O)CSC2=O)cc1[N+](=O)[O-] | -1.7% | -3
O=C(N/C(=C\c1cccc([N+](=O)[O-])c1)C(=O)N1CCOCC1)c1ccc([N+](=O)[O-])cc1 | -2.8% | 7
O=C(Cn1ccc([N+](=O)[O-])n1)N1CCc2ccccc21 | -2.4% | -10
O=C(NCC1CCS(=O)(=O)C1)NCC1CCS(=O)(=O)C1 (stereo unspecified) | -1.1% | .
Clc1ccc(C2=Nn3c(Cn4nnc5ccccc54)nnc3SC2)cc1 | 1.8% | 16
COCCNc1c2c(c(C#N)c3nc4ccccc4n13)CCCC2 | 12% | 2
COc1cc(C(=O)Nc2ccc(NC(=O)C3CC3)nc2)cc(OC)c1OC | 1.5% | 85
CC1(C)CC(=O)C2=C(C1)Nc1ncnn1C2c1ccccn1 (stereo unspecified) | -3.0% | .
Cc1cc(NC(=O)c2cc(-c3ccco3)on2)n(-c2ccccc2)n1 | 5.8% | 5
CCCCn1c(N)c(-c2nc3ccccc3o2)c2c([N+](=O)[O-])nn(C)c(=O)c21 | 6.5% | -5
COC(=O)[C@@H]1C[C@]2(OC(=O)c3ccccc3)C=CC(=O)C[C@@H]2N1C(=O)OCc1ccccc1 | 2.2% | .
CCOc1ccccc1N(C)C(=O)c1nn(-c2ccc(OC)cc2OC)c(=O)c2ccccc12 | 1.7% | -11
Cc1ccc(N=Nc2c(N)nn3c(C)cc(C)nc23)cc1 | -4.8% | .
COc1cccc(-c2nnc(Nc3nc4c(F)cccc4s3)o2)c1 | -0.4% | 2
COC(=O)c1sc(S(=O)(=O)N2CCN(c3ccc(OC)cc3)CC2)c(C(=O)OC)c1C | -7.1% | .
COc1ccc(CNC(=O)C(c2ccco2)N(C(=O)Cc2cccs2)c2cccnc2)cc1 (stereo unspecified) | 0.8% | .
C#CCCOC(=O)N1C2=NC(C(=O)OC)=C(C(=O)OC)[C@@H]3Nc4ccccc4[C@]23C[C@H]1C(=O)OC | 2.5% | .
Cc1csc(NC(=O)c2ccc(S(=O)(=O)N3CCCC3)cc2)n1 | 2.6% | .
O=C(CNC(=O)c1cccc(OC(F)F)c1)OCc1cc(=O)n2cc(Br)ccc2n1 | 3.4% | 10
